Screens deposited in PubChem BioAssay by Southern Research Specialized Biocontainment Screening Center.
H1N1 NS1A inhibition: H1N1 influenza NS1A inhibitors, functional cell based assay (AID 504329); NS1A functional cell-based assay, percent inhibition; higher % means a stronger effect; 340,000 tested, 0.3% active; inhibition, % at 12.5 µM; hits with a dose series show IC50 in µM; in the data active = a potency from the dose series; inconclusive = inhibition above about 27% without an active follow-up result; note: strong numbers were not always called active
Salmonella PhoP GFP: PhoP regulon inhibitors, Salmonella typhi PhoP promoter GFP reporter, confirmatory (AID 1850); Salmonella Typhi PhoP-promoter GFP reporter, fluorescence, 4 h; higher % means a stronger effect; inhibition, % at 50 µM, or IC50 in µM where a hit was titrated; 310,000 tested, 0.33% active; in the data active = a potency from the dose series; inconclusive = inhibition mostly from about 25% at the one dose, without a potency; inactive = the rest, 99 in 100 with inhibition below about 19%;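 note: 0% = induced wells with vehicle and 100% = uninduced wells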
tuberculosis growth: growth inhibition of non-replicating M. tuberculosis (AID 488890); inhibition, % at 25 µM, or IC50 in µM where a hit was titrated; 320,000 tested, 0.39% active; Mycobacterium tuberculosis non-replicating, growth inhibition; higher % means a stronger effect; in the data active = a potency from the dose series; inconclusive = inhibition mostly from about 82% at the one dose, without a potency; inactive = the rest, 99 in 100 with inhibition below about 76%;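 note: plate controls were DMSO cells for no effect and high antibiotic wells for full effect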
VEEV TC-83 Vero: inhibitors of VEEV TC-83 cytopathic effect, confirmation, Vero cells (AID 588727); Vero cells, VEEV TC-83 cytopathic effect inhibition; higher % means a stronger effect; inhibition, % at 20 µM; hits with a dose series show IC50 in µM; 350,000 tested, 0.13% active; in the data active = a potency from the dose series; inconclusive = inhibition mostly from about 14% at the one dose, without a potency; inactive = the rest, 99 in 100 with inhibition below about 12%; note: strong numbers were not always called active
M. tuberculosis HTS: M. tuberculosis growth inhibition, HTS (AID 449762). M. tuberculosis H37Rv growth inhibition, 7H9 media; higher % means a stronger effect. inhibition, % at 25 µM; hits with a dose series show IC50 in µM. 330,000 tested, 0.59% active; in the data active = a potency from the dose series; inconclusive = inhibition above about 70% without an active follow-up result;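 note: bacterial growth assessed after seven days of incubation; strong numbers were not always called active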
VEEV TC-83 Vero 10K pilot screen: second read-out of VEEV TC-83 Vero, no call of its own (marks repeat the call); inhibition, %; measured here: 10K pilot screen inhibition
An asterisk follows results filed as active; i = inactive; ? = inconclusive; . = no result given.

SMILES	H1N1 NS1A inhibition	Salmonella PhoP GFP	tuberculosis growth	VEEV TC-83 Vero	M. tuberculosis HTS	others
Cc1ccccc1CN1C(=O)c2ccccc2Sc2ccc(C(=O)NCCCN3CCOCC3)cc21	13%	-11%	71%	i	?
COCCn1c(SCC(=O)NNC(=O)c2ccccc2)nc2ccccc2c1=O	-6%	-4%	-13%	i	3%
O=C(CP(=O)(c1ccccc1)c1ccccc1)Nn1cnnc1	-4%	0%	-4%	i	1%
CCN(CC)c1ccc(S(=O)(=O)N2CCOCC2)cc1NC(=O)CN1CCN(Cc2ccccc2)CC1	-23%	1%	32%	6.8%	5%
COC(=O)c1cc(Cl)c(NC(=O)c2cc(OC)c(OC)c(OC)c2)cc1OC	3%	-1%	-5%	3.6%	-7%
COc1cc(Cl)c(C)cc1NC(=O)CSc1nnc(CCC(=O)O)c(=O)[nH]1	1%	1%	-23%	1.6%	68%
COc1ccc(-c2c(-c3ccccc3OC)oc3ccccc23)cn1	6%	.	20%	0.8%	6%	VEEV TC-83 Vero 10K pilot screen=4.1
Cn1c(=NC(=O)C(C)(C)C)sc2cccc(F)c21	10%	9%	-2%	i	0%
CN1CC(C(=O)c2ccc(Cl)cc2)C(c2ccccc2)C1 (stereo not drawn)	-4%	0%	-13%	i	3%
Cc1cc(=O)[nH]c(N/N=C/c2ccc(F)cc2)n1	-5%	8%	0%	0.2%	2%
CCOC(=O)N1CCN(C(=O)c2cn(C)c3ccc(S(=O)(=O)N4CCOCC4)cc3c2=O)CC1	-4%	-17%	-5%	1.9%	0%
CCCCn1c(=O)n(C)c(=O)c2c(C(F)(F)F)cc(-c3ccncc3)nc21	4%	13%	20%	i	-1%
NS(=O)(=O)c1cnccc1Nc1ccc(Cl)c(Cl)c1	-1%	-4%	63%	2.0%	5%
CC(C)(C)[C@H]1COC(=O)CCC/C=C/C[C@H](CC(=O)NCCO)C(=O)N1	-2%	.	-1%	i	6%
CCOc1ncccc1C(=O)OCC(=O)c1ccc(C)c(C)c1	3%	-2%	66%	1.4%	45%
COc1ccc(-c2oc(=O)c3cc(OC)c(OC)cc3c2C#C[C@]2(O)CC[C@H]3[C@@H]4CCc5cc(OC)ccc5[C@H]4CC[C@@]32C)cc1	3%	.	6%	i	6%
CCOC(=O)NC1=NCC(C)S1 (stereo not drawn)	17%	-9%	-4%	i	-2%
Cc1nnc(SCC(=O)NC(C)(C)C)n1NCc1ccc(Cl)cc1	-9%	-4%	3%	1.3%	0%
COCCNC(=O)C(c1ccc(F)cc1)N(C(=O)CCC(=O)Nc1ccccn1)c1cccc(C)c1 (stereo not drawn)	4%	-1%	-1%	i	4%
Cc1ccc(CNC(=O)C2CCCN(c3cnccn3)C2)cc1 (stereo not drawn)	1%	-8%	-10%	i	1%
COc1ncccc1-c1nnn(-c2ccc(Cl)nc2)n1	3%	12%	43%	i	-2%	VEEV TC-83 Vero 10K pilot screen=1.6
COC(=O)c1cc(C(=O)Nc2ccc(Cl)cn2)cc([N+](=O)[O-])c1	3%	-13%	-8%	0.8%	5%	VEEV TC-83 Vero 10K pilot screen=0.7
Cc1ccc(S(=O)(=O)NC(=O)N(CCC#N)Cc2ccccc2)cc1	-8%	-2%	6%	0.1%	-1%
O=C(NNC(=O)C1CC(=O)N(c2ccc3c(c2)OCCO3)C1)c1ccc(F)cc1 (stereo not drawn)	-3%	-2%	-10%	1.1%	3%
CCCCN(C)CC(O)Cn1cc(/C=C/C(=O)c2ccc(C)cc2)c2ccccc21 (stereo not drawn)	11%	-9%	?	i	?

(listing goes on)
SMILES	H1N1 NS1A inhibition	Salmonella PhoP GFP	tuberculosis growth	VEEV TC-83 Vero	M. tuberculosis HTS	others
O=C(NCC(c1cccs1)N1CCOCC1)c1cc2ccccc2oc1=O (stereo not drawn)	-4%	.	70%	9.0%	1%
Cc1cccc(CCNC(=O)c2cc(S(=O)(=O)N3CCCC3)cn2C)c1	-10%	-4%	-10%	8.4%	-6%
c1ccc(Cn2cc(CN3CCCO3)c(-c3ccc4c(c3)OCO4)n2)cc1	-21%	13%	25%	5.4%	-3%
CC(C)NC(=O)CN1CCC(O)(c2ccccc2)CC1	-12%	-1%	-4%	0.1%	-9%
CSc1ccc(CCNC(=O)C2CCCN(c3ncnc4c3nc3n4CCCCC3)C2)cc1 (stereo not drawn)	6%	-11%	54%	5.1%	?
COc1ccc(C(=O)NCCc2ccc(C(F)(F)F)cc2)cc1S(=O)(=O)N1CCOCC1	-10%	.	18%	7.0%	-8%
O=C1/C(=C/c2ccc([N+](=O)[O-])cc2)CCc2ccccc21	.	-2%	17%	.	-4%
COc1ccccc1CN1CC(C(=O)NCc2cccc(C)n2)CCC1=O (stereo not drawn)	8%	-3%	19%	i	-9%
COc1ccc(OC)c(CCNC(=O)CCC(=O)N2CCOc3ccc(C)cc32)c1	-4%	5%	19%	7.7%	-5%
C/C(=N\NC(=O)C1=NNC(=O)C1C)c1cccs1 (stereo not drawn)	.	9%	7%	i	9%
Cc1ccc(NC(=O)Nc2ccccc2C(N)=O)cc1	0%	-3%	-5%	1.5%	3%
CCN(CC)c1ccc(NC(=O)c2cnc3ccccn3c2=O)c(C)c1	13%	-4%	49%	i	9%	VEEV TC-83 Vero 10K pilot screen=5.2
Cc1cc(C)n(CCN(C)c2nc3nonc3nc2NC2CC2)n1	-5%	-3%	-3%	i	2%
CCOC(=O)c1c(NC(=O)c2ccoc2C)sc(C)c1C	3%	12%	-1%	0.6%	-4%
CCOc1cccc(OCCOCCN2CCCC2)c1	-12%	-1%	-22%	0.9%	0%
CCCC(C)NC(=O)CN1C(=O)c2cccc3cccc1c23 (stereo not drawn)	-5%	-4%	-26%	i	-31%
N#Cc1nc(-c2ccc(OCc3ccccc3)cc2)oc1NCCCn1ccnc1	-5%	0%	i	7.1%	27µM*	VEEV TC-83 Vero 10K pilot screen=1.4
COCCN(CCOC)S(=O)(=O)c1ccc(C(=O)Nc2nc(-c3ccncc3)cs2)cc1	3%	3%	6%	i	-1%
CC1CCCN(C(=O)COC(=O)Cc2c[nH]c3ccccc23)C1 (stereo not drawn)	2%	.	-7%	1.9%	-18%
Clc1ccc(CSc2nc3ccncc3[nH]2)cc1	0%	2%	66%	0.8%	4%
COc1cc(OC)nc(NC(=S)NC(=O)c2ccccc2)n1	6%	-8%	58%	1.1%	-6%
CCOC(=O)N1CCN(C(=O)c2ccc(Cn3c(=S)[nH]c4ccc(Br)cc4c3=O)cc2)CC1	15%	9%	25%	4.0%	5%
O=C(NCc1ccc2c(c1)OCO2)c1ccc2c(c1)S(=O)(=O)c1ccccc1C2=O	20%	-7%	3%	0.0%	4%
CC(Oc1ccc(Cl)cc1)C(=O)N/N=C/c1ccsc1 (stereo not drawn)	16%	2%	40%	i	-1%
O=C(O)c1ccc(-c2ccc(/C=C3\NC(=O)N(Cc4ccc(Cl)cc4)C3=O)o2)cc1Cl	-17%	.	.	0.5%	.

Next results
SMILES	H1N1 NS1A inhibition	Salmonella PhoP GFP	tuberculosis growth	VEEV TC-83 Vero	M. tuberculosis HTS	others
CCOC(=O)[C@H]1[C@H]2COc3ccc(Cl)cc3[C@@H]2N2C(=O)c3cc(Br)ccc3NC(=O)[C@@]12C	12%	-5%	28%	5.2%	?
NCCCC[C@H]1CNC(=S)N1CCCCC1CCCCC1	7%	-1%	37%	i	-7%
C=CCNC(=O)c1cnn(-c2ccccc2)c1-c1ccccc1	-15%	-13%	28%	0.4%	2%
COc1cccc(-c2nc(N3CCN(c4ccccc4)CC3)c3ccccc3n2)c1O	12%	-22%	6%	1.1%	-1%
Cc1ccc(C)c(CN2C(=O)C3(OCCCO3)c3ccccc32)c1	6%	2%	-1%	i	-1%
Cc1cccc(-n2cc(CNCCN3CCOC3=O)c(-c3cccc(F)c3)n2)c1	8%	-9%	23%	i	2%
CC(C)CCOc1ccc(C2=NNC(=O)CC2)cc1	6%	-3%	53%	i	14%
COc1ccc(S(=O)(=O)N2CCOC2CNC(=O)C(=O)NCCN2CCOCC2)cc1OC (stereo not drawn)	18%	-9%	-10%	1.3%	-3%
CC(=O)NC1C(OCc2cccc(Br)c2)OC(COC(C)=O)C(OC(C)=O)C1OC(C)=O (stereo not drawn)	-6%	-3%	4%	i	-5%
Cc1cc(C)c(NS(=O)(=O)c2c(C)noc2C)c(C)c1	4%	-20%	-3%	1.9%	6%
COC(=O)C1=C(C)N(C)C(=O)NC1c1c(OC)ccc2ccccc12 (stereo not drawn)	-8%	3%	-11%	i	5%
O=C(CSc1cc(Cl)ccc1Cl)Nc1ccc(N2CCOCC2)cc1	11%	.	46%	0.7%	7%
COc1ccc(NC(=O)CN(C)CC(=O)Nc2ccc(C)c(S(=O)(=O)N3CCCCC3)c2)cc1	1%	.	24%	7.2%	-3%
CC(=O)Nc1ccc(NS(=O)(=O)c2ccc3c(c2)oc(=O)n3C)cc1	-1%	9%	-11%	1.6%	0%
C=CCc1ccc(OCCn2nnc3ccccc32)c(OC)c1	-5%	5%	47%	i	64%
COn1c(-c2ccc(Cl)cc2)nc2ncccc21	2%	-15%	3%	0.9%	-4%
O=C(CCc1ccc(S(=O)(=O)N2CCOCC2)cc1)Nc1ccc2ccccc2c1	1%	6%	12%	1.2%	31%
Cc1ccc(Nc2nc(/N=C/N(C)C)n[nH]2)cc1C	2%	-3%	-13%	1.0%	1%

By substructure: those above containing a Cl atom (13)
SMILES	H1N1 NS1A inhibition	Salmonella PhoP GFP	tuberculosis growth	VEEV TC-83 Vero	M. tuberculosis HTS	others
COC(=O)c1cc(Cl)c(NC(=O)c2cc(OC)c(OC)c(OC)c2)cc1OC	3%	-1%	-5%	3.6%	-7%
COc1cc(Cl)c(C)cc1NC(=O)CSc1nnc(CCC(=O)O)c(=O)[nH]1	1%	1%	-23%	1.6%	68%
CN1CC(C(=O)c2ccc(Cl)cc2)C(c2ccccc2)C1 (stereo not drawn)	-4%	0%	-13%	i	3%
NS(=O)(=O)c1cnccc1Nc1ccc(Cl)c(Cl)c1	-1%	-4%	63%	2.0%	5%
Cc1nnc(SCC(=O)NC(C)(C)C)n1NCc1ccc(Cl)cc1	-9%	-4%	3%	1.3%	0%
COc1ncccc1-c1nnn(-c2ccc(Cl)nc2)n1	3%	12%	43%	i	-2%	VEEV TC-83 Vero 10K pilot screen=1.6
COC(=O)c1cc(C(=O)Nc2ccc(Cl)cn2)cc([N+](=O)[O-])c1	3%	-13%	-8%	0.8%	5%	VEEV TC-83 Vero 10K pilot screen=0.7
Clc1ccc(CSc2nc3ccncc3[nH]2)cc1	0%	2%	66%	0.8%	4%
CC(Oc1ccc(Cl)cc1)C(=O)N/N=C/c1ccsc1 (stereo not drawn)	16%	2%	40%	i	-1%
O=C(O)c1ccc(-c2ccc(/C=C3\NC(=O)N(Cc4ccc(Cl)cc4)C3=O)o2)cc1Cl	-17%	.	.	0.5%	.
CCOC(=O)[C@H]1[C@H]2COc3ccc(Cl)cc3[C@@H]2N2C(=O)c3cc(Br)ccc3NC(=O)[C@@]12C	12%	-5%	28%	5.2%	?
O=C(CSc1cc(Cl)ccc1Cl)Nc1ccc(N2CCOCC2)cc1	11%	.	46%	0.7%	7%
COn1c(-c2ccc(Cl)cc2)nc2ncccc21	2%	-15%	3%	0.9%	-4%
